FID counter: compounds displacing fluorescent DNA intercalator, primary screen, artefact control for HCV NS3 helicase inhibitor project, biochemical, FID fluorescence | AID 1845, 2009 | inhibition, % at 7.9 µM | actives 0.17% (n = 290,000) | DNA fluorescent intercalator displacement; in the data active means inhibition above about 37%;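 further: 0% = vehicle and 100% = reference compound; higher means more ethidium bromide displaced from hairpin DNA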
PHOSPHO1 inh: PubChem AID 1565; inhibition, % at 13.3 µM; actives 1.1% (n = 290,000); Phosphoethanolamine/phosphocholine phosphatase (Homo sapiens), Q8TCT1; recombinant PHOSPHO1, absorbance phosphatase assay; in the data active means inhibition above about 60%
MEKK2wt PB1 HTS: modulators of MEK5 binding to wildtype MEKK2, primary screen, biochemical, multiplex bead flow cytometry, Alexa488-MEK5; Mitogen-activated protein kinase kinase kinase 2 (Homo sapiens), Q9Y2U5; Alexa488-MEK5 binding to MEKK2 WT; actives lie on both sides; binding response (% of control), % at 10 µM; actives 1.1% (n = 290,000); AID 1531, 2009; in the data active means binding response below about 67% or above about 130%
MEKK2mut PB1 HTS: MEK5 binding signal on mutant MEKK2 PB1, primary screen, biochemical, multiplex bead flow cytometry, Alexa488-MEK5; Alexa488-MEK5 binding to MEKK2 mutant; percent response, % at 10 µM; actives 0.35% (n = 290,000); AID 1530, 2009; in the data active means percent response above about 24%, passing the limit was not always enough; further: inactives centre near 1; some results filed as inactive read as strong as hits; reference of the scale not given here
NALP1 inh: NALP1 inflammasome inhibitors in reconstituted yeast, colorimetric, S. cerevisiae, triplicate retest. S. cerevisiae NALP1/ASC/caspase-1 growth, X-gal OD620, 72 h. inhibition, % at 10 µM. actives 0.61% (n = 280,000); in the data active means inhibition mostly above about 24%, no sharp cut-off; inactive means mostly below about 32%; further: some compounds called inactive have numbers as strong as hits
GPR7 antag: GPR7 receptor antagonists, primary screen, cell-based, fluorescence, single concentration | inhibition, % at 4.4 µM | GPR7-expressing cells, fluorescence antagonist assay | AID 1861, 2009 | Neuropeptides B/W receptor type 1 (Homo sapiens), P48145 | actives 1.1% (n = 290,000); in the data active means inhibition above about 16%, passing the limit was not always enough;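 further: cells stimulated with the agonist NPW; 0% = agonist with vehicle and 100% = vehicle without agonist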
Target sequence (P48145 whole entry, looked up): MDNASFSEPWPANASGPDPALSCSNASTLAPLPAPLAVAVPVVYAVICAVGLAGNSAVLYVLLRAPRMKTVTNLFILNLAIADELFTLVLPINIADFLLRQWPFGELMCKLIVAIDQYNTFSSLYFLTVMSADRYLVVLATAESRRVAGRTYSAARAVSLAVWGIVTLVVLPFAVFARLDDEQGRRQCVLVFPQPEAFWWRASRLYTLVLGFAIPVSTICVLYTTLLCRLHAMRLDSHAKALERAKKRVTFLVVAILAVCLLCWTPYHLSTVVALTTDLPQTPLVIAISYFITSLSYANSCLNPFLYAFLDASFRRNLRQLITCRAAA
MEKK3 PB1 HTS: modulators of MEKK3-MEK5 PB1 binding, primary screen, biochemical, wildtype MEKK3, multiplex bead flow cytometry, Alexa488-MEK5. Mitogen-activated protein kinase kinase kinase 3 (Homo sapiens), Q99759. bead-based flow cytometry, Alexa488-MEK5 binding to MEKK3; actives lie on both sides; 0 = blocked by unlabeled MEK5, 100 = vehicle. actives 1.4% (n = 290,000). binding response (% of control), % at 10 µM;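 active means binding response more than 3 SD above or below the average of its plate-row segment, actives on both sides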;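 further: Alexa488 bead fluorescence after subtracting the streptavidin-only scavenger bead signal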
Target sequence (Q99759 whole entry, looked up): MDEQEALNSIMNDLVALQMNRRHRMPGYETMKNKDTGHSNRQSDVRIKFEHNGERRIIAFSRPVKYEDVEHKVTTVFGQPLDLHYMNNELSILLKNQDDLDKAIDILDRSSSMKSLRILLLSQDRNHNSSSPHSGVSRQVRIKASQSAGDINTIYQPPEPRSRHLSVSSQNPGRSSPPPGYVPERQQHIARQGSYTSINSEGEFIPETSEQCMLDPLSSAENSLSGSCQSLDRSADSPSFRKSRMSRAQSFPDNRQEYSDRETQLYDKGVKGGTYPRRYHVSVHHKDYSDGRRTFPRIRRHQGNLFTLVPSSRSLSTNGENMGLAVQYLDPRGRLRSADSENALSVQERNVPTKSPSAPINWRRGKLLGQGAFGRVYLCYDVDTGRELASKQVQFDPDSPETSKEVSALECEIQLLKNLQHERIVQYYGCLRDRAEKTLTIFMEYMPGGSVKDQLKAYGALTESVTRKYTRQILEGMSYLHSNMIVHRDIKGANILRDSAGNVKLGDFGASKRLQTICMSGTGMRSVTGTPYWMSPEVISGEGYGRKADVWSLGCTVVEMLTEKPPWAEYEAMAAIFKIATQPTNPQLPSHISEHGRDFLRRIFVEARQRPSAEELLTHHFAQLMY
PfM18AAP inh: PfM18AAP inhibitors, malaria aminopeptidase, primary screen, biochemical, QFRET, recombinant enzyme; H-Glu-NHMec fluorogenic cleavage; AID 1822, 2009; actives 1.2% (n = 290,000); inhibition, % at 7.35 µM; M18 aspartyl aminopeptidase (Plasmodium falciparum 3D7);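 active means inhibition above the campaign mean inhibition over all tested compounds plus 3 SD, cut at about 28% in these data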;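 further: 0% = plate median of test compound wells and 100% = 2 mM ZnCl2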
OXTR ag: human OXTR agonists, primary screen, fluorescence, CHO-OTR cells, Fluo-8 calcium | Oxytocin receptor (Homo sapiens), P30559 | Fluo-8 calcium fluorescence; normalized: DMSO 0%, oxytocin 100% | activation, % at 3 µM | actives 0.32% (n = 320,000) | AID 2435, 2010;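 active means activation above the mean of all tested compounds plus 3 SD, cutoff set per screening run, cut at about 20% in these data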;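 further: peak over basal fluorescence ratio from a 100 s FLIPR kinetic read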
An asterisk follows results filed as active; . = no result given. The order is random; overall some 6.2% were active at least once.

molecule | FID counter | PHOSPHO1 inh | MEKK2wt PB1 HTS | MEKK2mut PB1 HTS | NALP1 inh | GPR7 antag | MEKK3 PB1 HTS | PfM18AAP inh | OXTR ag
CCN(CC)Cc1c[nH]c2c(C(=O)OC)cccc12 | 7 | 11 | 103 | 1 | -8 | 0 | 85 | 0 | 2.1
CCOC(=O)CN1C(=O)S/C(=C/c2ccc(O)c([N+](=O)[O-])c2)C1=O | -8 | -9 | 100 | -2 | 18 | -3 | 105 | 3 | 5.8
CC(=O)Nc1ccc(S(=O)(=O)Nc2c(NC3CCCCC3)c3ccccc3oc2=O)cc1 | -34 | 32 | 109 | 5 | 7 | -9 | 102 | 5 | 3.1
Cc1ccc(NC(=O)OCc2ccccc2S(C)=O)cc1 (stereo unspecified) | -17 | 0 | 96 | 0 | -74 | 0 | 101 | -5 | -0.2
COc1cc(/C=C/C(=O)OCC(=O)Nc2ccc(NC(C)=O)cc2)cc(S(=O)(=O)N2CCc3ccccc32)c1OC | -21 | 0 | 99 | -5 | 13 | -3 | 100 | 5 | 0.1
O=C(CNC(=O)c1ccc(Br)cc1)N/N=C/c1ccc[nH]1 | -6 | 11 | 102 | 0 | 11 | 9 | 100 | 3 | -1.7
Cc1ccc(S(=O)(=O)N2C(=S)SCC2(C)C)cc1 | -5 | -7 | 97 | 2 | 20 | -7 | 90 | 0 | .
Cc1ccc(-n2nnnc2SCC(=O)N2Cc3ccccc3CC2C(=O)O)cc1 (stereo unspecified) | -45 | 8 | 109 | 12 | -3 | -16 | 106 | 0 | -0.1
O=C(COc1ccc(Cl)cc1)c1ccc(O)cc1O | 1 | -21 | 102 | 5 | -57 | 3 | 104 | -2 | 4.6
CCC(Sc1nc(C)cc(C)n1)C(=O)Nc1ccc(S(N)(=O)=O)cc1 (stereo unspecified) | -1 | 43 | 107 | 3 | . | -6 | 108 | 2 | 0.2
COc1ccc(NC(=O)Nc2nnc(Cc3ccc(OC)c(OC)c3)s2)cc1 | -18 | 24 | 105 | 2 | 8 | 0 | 108 | -2 | 1.0
COCCCNC(=O)CCc1ccc(S(=O)(=O)Nc2ccc(C)cc2)cc1 | -19 | 6 | 101 | 3 | 14 | 1 | 102 | -11 | -0.2
Cc1ccc(-c2nnn(CC(=O)N(c3ccccc3)C(C(=O)NCC3CCCO3)c3ccc(F)cc3)n2)o1 (stereo unspecified) | -3 | 2 | 94 | -4 | 8 | -7 | 97 | -2 | -0.3
CCCC(=O)c1cc(F)c(N2CCOCC2)cc1C | -2 | -2 | 102 | 3 | 20 | -5 | 101 | 3 | -1.1
CCCOc1ccc(N2C(=O)CC(NCc3ccncc3)C2=O)cc1 (stereo unspecified) | -6 | -2 | 109 | 11 | 12 | -4 | 109 | -2 | -1.6
CC(C)(C)c1ccc(OCC(=O)NCCN2CCCC2)cc1 | 5 | 12 | . | . | 1 | -1 | . | -2 | 0.5
O=C(NCc1ccc2c(c1)OCO2)c1nnc(Cc2ccc(Cl)cc2)o1 | -7 | -23 | 102 | -2 | 38 | -2 | 107 | 2 | -1.0
O=C(c1ccccc1-c1ncc[nH]1)N1CCCC(Nc2ccc(F)cc2)C1 (stereo unspecified) | -14 | 9 | 111 | 6 | 2 | -15 | 105 | 2 | -0.1
CC(C)(C)C(=O)Nc1sc(-c2ccccc2)cc1C(=O)O | -24 | 36 | 102 | 0 | 7 | -3 | 101 | -4 | 0.4
Cc1cccc(C2CC(c3ccc(Cl)cc3)Nc3nc(N)nn32)c1 (stereo unspecified) | -28 | 30 | 98 | 0 | 34 | 3 | 101 | 4 | 4.7
CCOc1ccccc1NCc1nnc(-c2ccccc2)o1 | -11 | . | 106 | 3 | 9 | 5 | 105 | -8 | -1.6
CCc1ccc(NC(=O)CCn2c(=O)oc3ccccc32)cc1 | -7 | 16 | 93 | 1 | 0 | -14 | 98 | 2 | -1.0
CCSC1=NCCN1C(=O)c1ccc(S(=O)(=O)N(C)C)cc1 | -3 | -24 | 99 | 3 | 24 | -17 | 99 | 3 | 0.1
CC1(C)c2[nH]c3ccccc3c2C[C@H]2C(=O)N(Cc3ccc(F)cc3)C(=O)N21 | . | . | 94 | -5 | . | . | 100 | . | 3.7
O=C(c1cc(-c2ccc(Cl)cc2)on1)N1CCc2ccccc2C1 | -4 | 28 | 99 | 0 | 15 | -6 | 104 | -8 | -0.1
Cc1ccc(NC(=S)N2CCC(c3ccccc3)C2)c(Cl)c1 (stereo unspecified) | -16 | 33 | 102 | 4 | 19 | -15 | 107 | 5 | -1.0
O=C(Nc1ccc(N2CCCC2)cc1)c1cc(Br)ccc1Cl | 6 | 24 | 115 | 9 | 3 | -5 | 94 | 1 | -0.8
Nc1nc(SCC(=O)Nc2ccccc2-c2ccccc2)n[nH]1 | -3 | 13 | 103 | 2 | -1 | 4 | 102 | 0 | -1.0
C=CCC1(CC=C)CCCN1C(=O)C1CCC(=O)N(CCc2ccccc2)C1 (stereo unspecified) | -25 | 13 | 109 | 6 | 15 | -7 | 104 | -3 | -1.0
CC(C)C(c1nnnn1C1CCCCC1)N1CCc2ccccc2C1 (stereo unspecified) | 1 | 6 | 93 | 4 | 32 | -1 | 101 | -8 | -0.7
Cc1cccc(NC(=S)NNC(=O)c2sccc2C)c1 | -5 | 80* | 97 | -2 | -9 | 3 | 92 | 0 | 0.7
CCC1CCCCN1C(=O)Cn1c(=O)n(CCCC(=O)NCc2ccco2)c(=O)c2sccc21 (stereo unspecified) | -29 | 14 | 104 | 0 | 1 | -7 | 102 | -11 | 1.5
C/C(=N\Nc1cc(C)nc(-c2ccccc2O)n1)c1ccccc1 | 0 | 28 | 97 | -1 | -14 | -1 | 104 | 11 | -2.5
Cc1cccc(OCC(=O)OCC(=O)N2CCN(C(=O)c3ccco3)CC2)c1C | -30 | -11 | 100 | -3 | 7 | -5 | 100 | 1 | 0.6
Cc1ccc(OCCn2ccc(=O)[nH]c2=O)cc1C | -4 | 6 | 103 | -1 | 12 | 22 | 103 | -8 | 0.6
CCCCN1C(=O)CC(Sc2ccccc2C(=O)O)C1=O (stereo unspecified) | 3 | 46 | 105 | 4 | -6 | 0 | 103 | -10 | 0.0
COc1cccc(C(=O)CSc2nc3cccnc3n2C)c1 | -11 | -15 | 104 | -1 | -105 | -3 | 75 | -5 | 5.1
CCCCNC(=O)C1c2ccccc2Oc2ccccc21 | 5 | 28 | 92 | -8 | 7 | -1 | 95 | 1 | -2.0
Clc1ccc(C2=NNC(=NCc3ccc4c(c3)OCO4)SC2)cc1 | -1 | 1 | 107 | 38 | 48 | 0 | 106 | -6 | 1.3
O=C(N/N=C/c1ccc(Br)s1)c1c[nH]c2ccccc12 | -1 | 14 | 100 | 1 | 0 | 3 | 97 | -40 | -1.7
Cc1ccc(CNC(=O)c2ccc(NC(=O)CCS(=O)(=O)c3cccs3)cc2)cc1 | -12 | -6 | 101 | 4 | 3 | 3 | 101 | 6 | -1.1
Clc1ccc(Cl)c(OCCN2CCCC2)c1 | 0 | 3 | 112 | 14 | 1 | -14 | 109 | 5 | 0.1
O=C(c1ccc2ccccc2n1)N1CCN(c2ccccc2)CC1 | -23 | 7 | 101 | 0 | 43 | 1 | 103 | 6 | -0.4
COCCN(C(=O)C(C)C)c1nnc(-c2ccc(C)cc2)s1 | -28 | 45 | 107 | -1 | 18 | 0 | 109 | 2 | -1.1
O=C(Cc1ccccc1)Nc1ccc(NC(=O)c2ccccc2)nc1 | -14 | 52 | 92 | 0 | 1 | -3 | 93 | 2 | -0.8
COc1cccc(/C(O)=C/c2nc3ccc(C(=O)NCCc4ccc(Cl)cc4)cc3[nH]c2=O)c1 | 4 | -11 | 92 | 0 | 17 | -11 | 98 | 0 | .
Cc1ccnc(NS(=O)(=O)c2ccc(N3C(=O)c4ccccc4C3=O)cc2)n1 | -1 | -12 | 111 | 33 | 28 | -8 | 108 | 2 | 0.8
CC1CCN(C(=S)Nc2ccc(SC(F)F)cc2)CC1 | -5 | 2 | 105 | 0 | 19 | 3 | 103 | -2 | 0.5
COC(=O)Cc1c(O)ccn(Cc2ccc3c(c2)OCO3)c1=O | -1 | 41 | 100 | 1 | 20 | -13 | 101 | -7 | 0.3
N#CC1=C(S)N(c2ccccc2)C(c2ccc(-c3ccc(Cl)c(Cl)c3)o2)NC1=O (stereo unspecified) | -13 | 25 | 89 | -15 | . | -12 | 89 | -2 | 3.4
O=C(c1cccs1)N1CCC(N2CCN(c3ccccc3)CC2)CC1 | 4 | 11 | 110 | 4 | 17 | -7 | 105 | -7 | 1.5
COc1ccc2[nH]c(C)c(CCN(Cc3cccs3)C(=S)Nc3cccc(F)c3)c2c1 | 3 | 30 | 107 | 9 | 18 | 16 | 108 | 18 | 1.9
CCN(C(=O)CSc1nc2n[nH]c(C)c2c(=N)n1-c1ccc(Cl)c(C)c1)c1cccc(C)c1 | -30 | 29 | 87 | -1 | 16 | -11 | 101 | 5 | -0.2
CCOc1ccc(Nc2ccnc3cc(Cl)ccc23)cc1 | 2 | 46 | 130 | 26 | . | 3 | 118 | 3 | 0.4
CCOc1cc2c(cc1/C=C/c1noc(C)c1[N+](=O)[O-])OC(C)C2 (stereo unspecified) | -1 | 6 | 82 | -4 | 9 | 6 | 99 | -6 | 14
CN(Cc1ccno1)Cc1cn(C)nc1-c1ccc(Oc2ccccc2)cc1 | -23 | 40 | 104 | 2 | 5 | -2 | 103 | -10 | -0.3
COC(=O)c1ccc(NC(=O)CSc2nnc(COc3ccc4c(c3)CCCC4)o2)cc1 | 1 | 18 | 101 | 5 | 9 | -10 | 103 | 3 | 2.1
CCCCSCc1ccc(C(=O)O)o1 | 0 | 2 | 95 | -6 | -103 | -13 | 85 | -6 | 0.6
CC1CCCCC12NC(=O)N(Cc1cc(=O)n3ccsc3n1)C2=O (stereo unspecified) | -3 | -10 | 102 | 4 | 7 | -10 | 103 | 5 | 0.8
COc1ccc(C)cc1NC(=O)COC(=O)C1CC1 | -4 | 1 | 102 | 2 | 39 | -6 | 103 | -10 | 0.3
CCC(C)NC(=O)C(Sc1ccccc1)c1ccccc1 (stereo unspecified) | -4 | 41 | 105 | -6 | 19 | -4 | 103 | -4 | -2.1
